# G6PDH counter = counter-screen for G6PDH assay hits: L. mesenteroides G6PDH inhibition; inhibition, % at 5 µM; Purified L. mesenteroides G6PDH, diaphorase/resazurin coupled fluorescence, 45 min; AID 1020; 200,000 compounds, 0.12% hits; in the data active means inhibition above about 50%
# SRC2 TRFRET art = flags TR-FRET format artefacts in PPARgamma SRC-2 recruitment agonist screen. TR-FRET artefact counter-screen; active compounds read high. 200,000 compounds, 0.4% hits. TR-FRET ratio at 8 µM; in the data active means TR-FRET ratio above about 2000; further: inactives centre near 1500
# S1P3 antag = antagonists of human S1P3 receptor; CHO S1P3 NFAT-BLA reporter, FRET fluorescence, antagonist mode; AID 485; 170,000 compounds, 0.27% hits; Q99500; inhibition, % at 4.98 µM;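 active means inhibition above the plate cutoff, the mean inhibition of test wells on that plate plus 3 SD, cut at about 28% in these data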;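 further: cells challenged with S1P at its EC80 of 0.8 µM; blue over green emission ratio from cleaved BLA substrate after 4 h stimulation; 0% = S1P-stimulated wells and 100% = unstimulated DMSO-only wells; some compounds past the cut are filed as inactive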
# Diaph inh CS = counter-screen for diaphorase-based assays: diaphorase inhibitors and chemical oxidizers; diaphorase resazurin-to-resorufin fluorescence, NADH, 16 min; bacterial (C. kluyveri) enzyme, not human; inhibition, % at 20 µM; 190,000 compounds, 0.69% hits;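 active means primary screen inhibition at 20 µM above a set limit, cut at about 50% in these data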;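 further: plate controls were DMSO with full reaction for no effect and wells lacking NADH for full effect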
#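 Assay system – diaphorase enzyme from Clostridium kluyveri · Amount – diaphorase 0.14 U/mL (working solution) · Times – reaction incubation of 16 min at room temperature · Controls – No-NADH positive control and DMSO neutral control · Signal – resorufin fluorescence 544/590 nm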
# PPARg SRC-2 ag = agonists of SRC-2 recruitment by human PPARgamma | P37231 | PPARgamma LBD-SRC-2 recruitment, biochemical | activation, % at 8 µM | 200,000 compounds, 0.34% hits | AID 1032; in the data active means activation above about 22%;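 further: 0% = vehicle and 100% = reference agonist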
# PMI activator = increases human mannose-6-phosphate isomerase activity | P34949 | purified human PMI, coupled resazurin fluorescence, 20 min; active compounds read high; 1 = vehicle control, 0 substrate-free wells | activation factor at 20 µM | 190,000 compounds, 0.005% hits;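 active means activation factor of 2 or more at 20 µM, relative to plate controls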
# Target sequence (P34949 whole entry, looked up): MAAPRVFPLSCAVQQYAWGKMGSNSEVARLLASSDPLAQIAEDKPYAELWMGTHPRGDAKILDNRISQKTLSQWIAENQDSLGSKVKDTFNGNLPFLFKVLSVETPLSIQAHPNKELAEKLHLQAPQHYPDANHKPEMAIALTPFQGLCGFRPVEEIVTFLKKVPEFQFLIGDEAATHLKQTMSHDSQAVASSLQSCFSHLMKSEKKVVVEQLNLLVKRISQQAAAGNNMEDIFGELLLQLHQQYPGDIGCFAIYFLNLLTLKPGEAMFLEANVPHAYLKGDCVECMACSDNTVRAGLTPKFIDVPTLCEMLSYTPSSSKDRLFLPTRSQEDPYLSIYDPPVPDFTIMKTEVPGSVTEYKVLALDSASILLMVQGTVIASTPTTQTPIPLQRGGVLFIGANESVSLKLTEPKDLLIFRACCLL
# Diaph act CS = activates diaphorase or chemically reduces, flagging diaphorase assay artifacts. 190,000 compounds, 0.005% hits. activation factor at 20 µM. Diaphorase/resazurin coupled assay, resorufin fluorescence, 16 min; active compounds read high; 1 = vehicle wells, 0 = NADH-free wells;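 active means diaphorase activity raised at least twofold by the compound at 20 µM; inactive means activation factor below 2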
#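 Test system: Clostridium kluyveri diaphorase, purified enzyme; input: enzyme 0.07 U/mL final; buffer or medium: 50 mM HEPES pH 7.4 with 4.542 mM MgCl2, 0.005% Tween 20; also added: 0.114 mM NADH and 0.1 mM resazurin, final amounts; schedule: 16 min enzyme reaction, ambient temperature; technique: fluorescence of resorufin, 544 nm excitation, 590 nm emission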
# PPARg SRC-3 ag = PPARgamma-driven SRC-3 recruitment agonism. P37231. biochemical PPARgamma/SRC-3 coactivator recruitment assay. activation, % at 8 µM. 200,000 compounds, 0.26% hits. AID 731; in the data active means activation above about 23%;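 further: 0% = DMSO and 100% = reference agonist; some compounds past the cut are filed as inactive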
# ROMK primary = human ROMK K+ channel modulation, primary screen. P48048. Tet-inducible ROMK, thallium flux fluorescence; actives lie on both sides. B-score at 10 µM. 130,000 compounds, 2% hits;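 active means signal ratio slope over the read window, or its plate-corrected B-score, at least 3 SD from the plate mean, either direction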;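 further: B-score of the F/F0 ratio slope over 7 to 12 s after thallium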
# Target sequence (P48048 whole entry, looked up): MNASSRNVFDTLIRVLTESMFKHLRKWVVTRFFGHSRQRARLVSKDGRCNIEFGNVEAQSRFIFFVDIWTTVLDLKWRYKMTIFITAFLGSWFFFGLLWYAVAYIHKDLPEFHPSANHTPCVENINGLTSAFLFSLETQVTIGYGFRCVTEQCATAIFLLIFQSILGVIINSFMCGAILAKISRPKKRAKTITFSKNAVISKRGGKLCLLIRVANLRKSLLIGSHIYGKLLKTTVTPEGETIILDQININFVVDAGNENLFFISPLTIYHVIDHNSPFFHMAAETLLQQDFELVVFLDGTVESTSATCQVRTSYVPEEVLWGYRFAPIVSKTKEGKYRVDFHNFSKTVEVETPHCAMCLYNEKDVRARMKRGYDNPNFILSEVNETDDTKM
# PMI act satM6P = activators of human phosphomannose isomerase at near-saturating mannose 6-phosphate; 190,000 compounds, 0.34% hits; P34949; AID 1216; activation factor at 20 µM; coupled PMI enzyme assay, resazurin fluorescence, 20 min; active compounds read high; 1 = untreated enzyme, 0 = substrate-free blank;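 active means activation factor of 2 or more at 20 µM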
#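 Material: human phosphomannose isomerase with PGI, G6PDH, diaphorase coupling enzymes / Reagent: Man-6-P substrate 1.0 mM / Dosing: single compound dose of 20 µM, 1% DMSO final / Incubation: enzyme reaction with compound 20 min at room temperature / Signal: resorufin fluorescence (Ex 544/Em 590 nm) from resazurin via diaphorase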
# PPARg SRC-1 ag = agonists of human PPARgamma SRC-1 coactivator recruitment. P37231. PPARgamma-SRC-1 coactivator recruitment biochemical assay. activation, % at 8 µM. 200,000 compounds, 0.41% hits. AID 631; in the data active means activation above about 19%;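 further: 0% = DMSO and 100% = reference agonist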
# Starred values were filed as active, the others as inactive; · = no result given.
SMILES,G6PDH counter,SRC2 TRFRET art,S1P3 antag,Diaph inh CS,PPARg SRC-2 ag,PMI activator,Diaph act CS,PPARg SRC-3 ag,ROMK primary,PMI act satM6P,PPARg SRC-1 ag
Clc1ccc(-c2nnc(-c3ccccc3)c(N3CCSCC3)n2)cc1,1,1818,·,3,9,1.1,1,1,·,1,2
CCOC(=O)c1[nH]cnc1C(=O)NC(C)C,3,1506,·,6,9,1.1,0.9,6,·,1.1,3
COc1ccc(N(CCCN2C(=O)c3cccc4cccc(c34)C2=O)C(=O)c2cccs2)cc1,6,1408,-11,67*,2,0.9,0.3,8,-0.62,0.9,3
Cc1ccc(N(C)S(=O)(=O)c2ccc(C)cc2)cc1,3,1438,·,10,3,1.1,0.9,-10,·,1.1,2
O=C(Nc1c(C(=O)N2CCCCC2)cnn1-c1ccccc1)c1ccco1,3,1490,14,-1,-2,1,1,4,0.14,1,5
CCc1cc2c(=O)c(-c3nc4ccccc4n3C)c(COCC(=O)O)oc2cc1OC(=O)C(C)(C)C,8,1516,·,5,8,1.2,0.9,-6,·,1.1,9
Cc1cccc(Cn2c(NCC(C)O)nc3c2c(=O)n(C)c(=O)n3C)c1 (stereo not given),3,1487,-16,0,11,0.9,1,1,-0.035,1,0
Cc1cc(-c2ccccc2)n2ncc(-c3ccccc3)c2n1,2,1554,19,19,0,1,0.8,0,0.072,0.9,0
Cc1cc(Cl)ccc1NC(=S)NCc1ccc(Cl)cc1,-17,1479,·,-1,0,0.9,1,-1,·,1,1
C/C(=N\Nc1cc(Cl)nc(C)n1)c1ccc(Cl)c(Cl)c1,-13,1665,·,10,5,0.8,0.9,7,·,0.9,4
COC(=O)CCC(=O)NNC(=O)CCC(=O)Nc1cccc(Cl)c1C,3,1698,-17,4,4,1.1,1,-2,-0.98,1,6
O=S(=O)(NCc1cccnc1)c1ccc(Cl)nc1,7,1475,·,6,-3,1.1,0.9,-1,·,1,-1
Cc1cc(C)nc(SCC(=O)Nc2ccc(S(=O)(=O)NC(C)(C)C)cc2)n1,-1,1582,·,12,6,1,0.9,1,-0.01,1,-2
COc1ccccc1C1SCCN1S(=O)(=O)c1cccc(C(F)(F)F)c1 (stereo not given),3,1581,-1,6,1,0.8,0.9,10,-4.3*,0.9,6
CC12CCC(C(=O)N(NC(=O)c3ccccc3Cl)C1=O)C2(C)C (stereo not given),4,1664,0,5,6,0.9,1,3,1.1,1,12
CCC1Oc2ccc(C)cc2N(CC(=O)NCCCN2CCN(Cc3ccccc3)CC2)C1=O (stereo not given),-11,1462,-15,14,0,0.8,0.9,-3,-2.3,1,9
Cc1nc(NC2=NCN(CCc3ccccc3)CN2)nc2ccccc12,0,·,-3,-8,·,0.9,1.1,·,·,0.9,·
CCOC(=O)c1sc2ccccc2c1NC(=O)c1coc2ccccc2c1=O,-26,1599,-13,19,-2,0.9,0.8,-1,·,1,5
COC(=O)c1c(C(=O)OC)c2n(c1C)Cc1ccccc1C2,7,1503,-4,13,2,1.1,0.9,-9,·,1,0
O=C(CCNC(=O)c1ccc(Br)o1)NCc1ccc(Cl)cc1,4,1642,·,5,3,0.9,0.9,3,·,1,0

# Shown bar-delimited: entries from further up.
SMILES | G6PDH counter | SRC2 TRFRET art | S1P3 antag | Diaph inh CS | PPARg SRC-2 ag | PMI activator | Diaph act CS | PPARg SRC-3 ag | ROMK primary | PMI act satM6P | PPARg SRC-1 ag
Cc1nc(NC2=NCN(CCc3ccccc3)CN2)nc2ccccc12 | 0 | · | -3 | -8 | · | 0.9 | 1.1 | · | · | 0.9 | ·
Cc1cc(C)nc(SCC(=O)Nc2ccc(S(=O)(=O)NC(C)(C)C)cc2)n1 | -1 | 1582 | · | 12 | 6 | 1 | 0.9 | 1 | -0.01 | 1 | -2
CCC1Oc2ccc(C)cc2N(CC(=O)NCCCN2CCN(Cc3ccccc3)CC2)C1=O (stereo not given) | -11 | 1462 | -15 | 14 | 0 | 0.8 | 0.9 | -3 | -2.3 | 1 | 9

# Later entries
SMILES,G6PDH counter,SRC2 TRFRET art,S1P3 antag,Diaph inh CS,PPARg SRC-2 ag,PMI activator,Diaph act CS,PPARg SRC-3 ag,ROMK primary,PMI act satM6P,PPARg SRC-1 ag
CCN1CCN(C(=S)Nc2ccc(Cl)cc2Cl)CC1,7,1689,·,18,-1,0.9,0.8,-2,-0.88,0.9,-6
COc1ccc(NS(=O)(=O)c2ccc(N3CCOCC3)c(NC(=O)c3ccc(OC)cc3)c2)cc1,0,1682,-2,22,-1,0.9,0.8,0,-0.68,0.9,7
CCN(CC)CCn1c(NCc2cccc(OC)c2)nc2ccccc21,3,1457,·,-7,-6,1,1.1,-2,-1.1,1.1,-3
O=C(COc1ccc(Br)cc1)N1CCC(c2ccccc2)C1 (stereo not given),3,1561,·,-2,-6,0.9,1,-3,·,1,-8
Cc1c(NC(=O)C(C#N)=C2CCCCC2)c(=O)n(-c2ccccc2)n1C,7,1580,-14,10,5,1.1,0.9,-3,-0.32,1.1,-5
COc1cccc(-n2c(SCC(=O)N3CCCCC3)nc3c([nH]c4ccccc43)c2=O)c1,8,1607,-8,-1,6,1,1,5,·,1.1,2
Cc1ccc(S(=O)(=O)n2cc(-c3ccccc3)c(N)n2)cc1,7,1544,·,30,1,0.8,0.7,-7,·,0.8,4
Cc1ccc(C)c(-c2cc(C(=O)NNC(=S)NCC(C)C)c3ccccc3n2)c1,4,1450,2,13,1,1,0.9,0,·,0.9,1
COc1cc(C(=O)NCc2ccccc2)cc(Br)c1OC,21,1612,0,5,4,1,0.9,4,0.19,1,3
CC1CCC2(CC1)OCC1(CCC3(COC4(CCC(C)CC4)OC3)C1=O)CO2 (stereo not given),2,1420,-9,-2,2,1,1,-3,-0.59,1,2
COc1cc(OC)c(-n2c(C)cc(C=O)c2C)cc1Cl,-2,1516,·,10,2,1,0.9,3,-0.82,1,-1
CCC1Oc2ccc(C)cc2N(CC(=O)NCCCN2CCCCC2CC)C1=O (stereo not given),-6,1298,-22,8,-2,0.9,0.9,-4,·,0.9,-4
c1ccc(OCc2nc(-c3cccs3)no2)cc1,11,1367,·,10,-2,0.9,0.9,1,0.01,1,-2
COc1ccc(OC)c(S(=O)(=O)NC2CCN(Cc3ccccc3)CC2)c1,-2,1555,20,11,5,0.9,0.9,3,·,1,12
O=C(CSc1nnc(-c2cccs2)n1-c1ccccc1)c1ccc2c(c1)OCCO2,-2,·,16,17,·,1,0.8,·,·,0.9,·
CCc1cccc(NC(=O)Cn2cc(C=O)c3ccccc32)c1,13,1593,3,7,7,1.1,0.9,-2,0.97,1.1,0
CCOc1ccc(C(=O)NC(=S)Nc2ccccc2N2CCC(C)CC2)cc1[N+](=O)[O-],2,1525,·,14,8,0.9,0.9,6,·,0.9,12
O=C(CSCc1ccc(C(=O)O)cc1)Nc1ccccc1,9,1731,-14,13,1,0.9,0.9,-1,·,0.9,2
CCOC(=O)c1nnn(-c2nonc2N)c1CNc1ccc(C)c(Br)c1,1,1552,38,31,5,0.8,0.7,0,0.2,0.8,-7
O=C(CSc1ccccn1)N/N=C/C=C/c1ccccc1,21,1603,9,17,-4,0.9,0.8,4,-0.35,0.9,0
COC(=O)c1cc(NS(=O)(=O)c2ccc(N3CCOCC3)c([N+](=O)[O-])c2)cc(C(=O)OC)c1,0,1470,-13,8,16,0.9,0.9,1,0.12,1,0
CC(=O)Nc1cccc(NC=C(C#N)C#N)c1,9,1627,-13,10,-2,0.9,0.9,2,-0.44,0.9,10
COc1ccc(N(C(C)=O)c2nc(C)cc(C)c2C#N)c(OC)c1,11,1695,-9,14,-2,0.9,0.9,4,0.35,1,7
CC(=O)c1ccc(OCC(O)CN2C(C)(C)CC(O)CC2(C)C)cc1 (stereo not given),5,1690,6,21,5,0.9,0.8,4,·,0.9,0
O=C(NC(=S)NC1CCSC1=O)c1ccccc1 (stereo not given),-4,1460,3,6,-3,1,0.9,3,0.18,1.1,-5
N/C(=N\OC(=O)COc1ccccc1Cl)c1ccc(Cl)cc1,4,1446,·,7,4,1,0.9,10,·,1,1
CC(Sc1nnc(COc2ccc(Cl)cc2)n1Cc1ccccc1)C(=O)O (stereo not given),6,1609,-8,4,7,1.1,1,1,-0.14,1,0
Cc1cc(NC(=O)CCCN2C(=O)c3cccnc3C2=O)no1,26,1504,-24,-24,-1,1,1.2,-3,·,1.1,-1
Cc1ccc2c(CC(=O)Nc3c(C)n(C)n(-c4ccccc4)c3=O)coc2c1,8,1622,-18,11,-3,1,0.9,-12,-0.79,1,3
Cc1ccc2cccc(SCC(=O)NCC#N)c2n1,1,1539,-6,10,-10,1,0.9,1,0.18,0.9,-2
CCc1ccc(NC(=O)C(=O)N/N=C(\C)CC(=O)Nc2ccccn2)cc1,-9,1587,-7,12,6,1.1,0.9,-5,·,1.1,7
COc1ccc2[nH]c3c(c2c1)CCn1c-3nc2ccccc2c1=O,0,1800,·,5,9,0.9,1,0,·,0.9,8
O=C(O)c1ccc(Cl)c(S(=O)(=O)NC(Cc2ccccc2)C(=O)O)c1 (stereo not given),-1,1692,-1,-16,11,1.1,1.2,3,-0.34,1.1,0
CCOC(=O)CCCNC(=O)COC(=O)/C=C/c1ccc2c(c1)OCO2,5,1518,-16,-5,-6,1.1,1,2,-0.22,1.1,-2
CC1c2nc3ccccc3n2C(CC(=O)NCc2ccccn2)C(=O)N1Cc1ccccc1 (stereo not given),-9,1607,-24,10,3,1,0.9,2,0.36,1,4
CC(=O)NN1C(=O)c2ccccc2NC1c1ccoc1 (stereo not given),2,1599,-16,3,6,1,1,4,0.34,1,0
C/C(=N\NC(=O)c1ccc(Br)cc1)c1ccccc1,3,1707,·,-2,0,1.1,1,13,·,1.1,1
O=C(Oc1ccc(N2C(=O)CCC2=O)cc1)c1ccccc1,4,1232,·,10,-2,1,0.9,1,·,1,-8
Cc1cccc(C2c3[nH]c4ccccc4c3CCN2C(=O)c2cc(CC(C)C)nc(C)n2)n1 (stereo not given),12,1606,-19,20,-1,0.9,0.8,7,-0.31,1,5
Cc1nn(Cc2ccc(Cl)cc2)c(=O)n1N(C)c1ncc(C(F)(F)F)cc1Cl,11,1635,·,18,12,0.9,0.8,6,-0.95,0.9,-1
Cc1cc(C(=O)OCC(=O)Nc2ccc(F)c(F)c2F)c(C)o1,2,1470,-11,9,2,1,0.9,1,0.046,1,-2

# ROMK primary: hit marks shown above.
SMILES	S1P3 antag	PPARg SRC-2 ag	PMI activator	Diaph act CS	PPARg SRC-3 ag	ROMK primary	PMI act satM6P	PPARg SRC-1 ag
COc1ccccc1C1SCCN1S(=O)(=O)c1cccc(C(F)(F)F)c1 (stereo not given)	-1	1	0.8	0.9	10	-4.3*	0.9	6

# Screening results from PubChem BioAssay.

# No enrichment for hits; overall some 3.3% were active at least once.
